High-throughput results: PubChem, National Center for Advancing Translational Sciences (NCATS)
KB-V1 MDR tox: kills drug-selected multidrug resistant KB-V1 cells. KB-V1 MDR cells viability, CellTiter-Glo, 72 h. Potency, µM (titrated, usually from 46.1 µM), for inactives: top-dose activity change, negative = cytotoxicity, most hits filed as cytotoxic. 3.4% of 400,000 active. AID 1347076; further: potency means the concentration at half of the fitted maximal effect; on the % scale 0 is the no-effect control and ±100 the full control effect; nearly all actives have a fitted effect of over 60% in size
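Readout: CellTiter-Glo luminescence, 10 min after addition. Cells: KB-V1 MDR subline, 72 h at 37 degrees C with compound. Analysis: corrected, normalized data fitted to concentration-effect curves.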
SW480 rerep: inducers of DNA re-replication in SW480 colon cancer cells; SW480 DNA re-replication, Hoechst DNA content imaging, 48 h; Potency, µM (top dose mostly 46.1 µM), for inactives: top-dose re-replication activation, most hits filed as activators; 1.8% of 340,000 active; AID 624297; further: potency means the concentration at half of the fitted maximal effect; % of control where 0% means no effect; nearly all actives have a fitted effect of over 55% in size
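Hoechst fluorescence of nuclei (405 nm excitation, 500-530 nm emission) measured by plate-scanning imager after 48 hr compound exposure at 37 C; re-replication scored as increased number of nuclei with elevated intensity.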
HT1080-NT tox: kills 2HG-producing HT-1080-NT fibrosarcoma cells; AID 686970; 1.6% of 360,000 active; Potency, µM (top dose mostly 46.1 µM), for inactives: at the top dose activity, negative = less viability, usual class: cytotoxic; HT-1080-NT fibrosarcoma viability, CellTiter-Glo ATP luminescence, 48 h;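 further: NT is the 2HG producing partner of a matched IDH1 knockdown line; potency means the concentration at half of the fitted maximal effect; 0% = DMSO-treated cells and -100% = media-only wells without cells; nearly all actives have a fitted effect of over 55% in size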
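Toxicity toward the 2HG-producing NT line was scored as %Activity, normalised to DMSO and no-cell wells, from CellTiter-Glo luminescence after 48 hours' treatment.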
D3 ag: activates the human D3 dopamine receptor. P35462. D3R DiscoveRx beta-arrestin cells, luminescence, 90 min. max activation, %. 0.58% of 410,000 active; in the data active means max activation above about 30%; further: 0% is about no effect; mostly tested at two doses, the higher about 12 µM
Target sequence (P35462 whole entry, looked up): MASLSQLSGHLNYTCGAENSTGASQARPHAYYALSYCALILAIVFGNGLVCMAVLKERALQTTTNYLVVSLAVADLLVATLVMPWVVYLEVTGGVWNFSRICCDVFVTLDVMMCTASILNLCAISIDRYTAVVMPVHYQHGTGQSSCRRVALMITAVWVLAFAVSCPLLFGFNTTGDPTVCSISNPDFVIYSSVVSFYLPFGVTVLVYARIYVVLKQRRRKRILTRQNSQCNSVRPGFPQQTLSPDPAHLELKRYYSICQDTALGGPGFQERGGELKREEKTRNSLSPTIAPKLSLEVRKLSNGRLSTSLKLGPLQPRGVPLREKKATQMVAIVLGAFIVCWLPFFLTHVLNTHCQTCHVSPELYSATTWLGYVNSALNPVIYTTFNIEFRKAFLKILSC
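Cells at 1500/well, incubated overnight, then treated with pinned compounds (dopamine as control) for 90 min at 37 degrees C. DiscoveRx reagent added for 30 - 60 minutes at room temperature; luminescence read.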
DRD3 antagonist: blocks the human D3 dopamine receptor | D3R cells, DiscoveRx beta-arrestin luminescence, antagonist mode; stronger effect = lower value | AID 652054 | 2.5% of 360,000 active | P35462 | max response, negative = inhibition, %; in the data active means max response below about -50%; inconclusive means no clear call, values can overlap the other calls; further: on the % scale 0 is the no-effect control and ±100 the full control effect; mostly tested at two doses, the higher about 12 µM
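Cells plated overnight at 1500 cells/well, then exposed to library compounds with dopamine controls for 90 minutes at 37 degrees C. DiscoveRx reagent added for 30–60 minutes at room temperature; luminescence read, quantitative HTS format.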
HT1080 IDH1KD tx: toxicity to HT-1080 IDH1 knockdown cells (counter line). HT-1080 IDH1 knockdown viability, ATP luminescence, 48 h. Potency, µM (highest dose often 46.1 µM), without a hit: at the top dose activity, negative = toxicity, usual class: cytotoxic. 2% of 360,000 active. AID 686971;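 further: potency means the concentration at half of the fitted maximal effect; 0% = DMSO wells and -100% = cell-free medium wells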
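Knockdown cells (IDH1KD HT-1080) received compounds 2 h after plating at 750 cells/well and were kept 48 h at 37 °C in 5% FBS RPMI. A CellTiter-Glo luminescence read gave % activity for curve fitting.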
KB-3-1 tox: kills parental KB-3-1 adenocarcinoma cells; KB-3-1 viability, CellTiter-Glo ATP luminescence, 72 h; 1.4% of 400,000 active; AID 1347075; Potency, µM (highest dose often 46.1 µM), for inactives: at the top dose activity change, negative = cytotoxic, most hits filed as cytotoxic; further: potency means the concentration at half of the fitted maximal effect; on the % scale 0 is the no-effect control and ±100 the full control effect; nearly all actives have a fitted effect of over 60% in size
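72 h, 37 °C compound treatment of KB-3-1 parental cells; CellTiter-Glo added, 10 min, luminescence read. Data corrected against DMSO-only plates and normalized before curve fitting.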
IL1B secr inh: inflammasome signaling inhibition, IL-1 beta readout. activity change, % at 57.5 µM. THP-1 LPS/ATP IL-1B secretion, AlphaLISA, 16 h; stronger effect = lower value. AID 743279. 4.7% of 360,000 active; in the data active means activity change below about -50%; inconclusive means mostly about -30% to -49%; further: on the % scale 0 is the no-effect control and ±100 the full control effect
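Secreted IL-1B measured by AlphaLISA bead assay after 16 h compound exposure of THP-1 cells; compounds (final up to 57.5 uM) added 1 h before LPS (250 ng/mL) and ATP (1.25 mM) stimulation; lower signal means less secretion.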
GLP-1R agonist: agonists of human GLP-1 receptor; P43220; HEK293 GLP-1R CRE-luciferase, luminescence, 4-6 h; cells express a hypersensitive GLP-1R form; Potency, µM (series often up to 45.6 µM), for the others: top-dose activation, actives largely listed as activators; 0.007% of 380,000 active; AID 624172; further: potency means the concentration at half of the fitted maximal effect; % of control where 0% means no effect
Target sequence (P43220 whole entry, looked up): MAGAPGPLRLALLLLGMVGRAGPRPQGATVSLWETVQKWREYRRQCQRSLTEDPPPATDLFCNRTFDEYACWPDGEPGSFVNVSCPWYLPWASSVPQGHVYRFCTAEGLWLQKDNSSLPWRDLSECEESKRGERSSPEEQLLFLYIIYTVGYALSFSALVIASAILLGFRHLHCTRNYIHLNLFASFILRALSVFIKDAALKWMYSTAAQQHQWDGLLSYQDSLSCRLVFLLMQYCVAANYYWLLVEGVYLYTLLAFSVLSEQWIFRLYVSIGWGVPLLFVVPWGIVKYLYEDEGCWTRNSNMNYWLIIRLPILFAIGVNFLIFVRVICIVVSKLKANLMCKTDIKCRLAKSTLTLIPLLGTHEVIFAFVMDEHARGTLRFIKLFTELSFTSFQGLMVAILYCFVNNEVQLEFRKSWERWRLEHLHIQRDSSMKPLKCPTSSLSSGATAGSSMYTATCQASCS
Numbers without * were called inactive; ? = inconclusive; / = not tested or not shown; & = joins results of further samples; [ ] = remark or other dose. Unless noted, the call rests on the fitted dose curve; in most records, active means well fitted curve in the direction sought with a large enough effect; inconclusive means small, poorly fitted or top-dose-only effect, or another doubt; inactive means no such curve, though single readings can be large; an effect the other way counts as inactive or inconclusive.

SMILES	KB-V1 MDR tox	SW480 rerep	HT1080-NT tox	D3 ag	DRD3 antagonist	HT1080 IDH1KD tx	KB-3-1 tox	IL1B secr inh	GLP-1R agonist
Cc1ccc(S(=O)(=O)N[C@@H](C)C(=O)OCC(=O)N2c3ccccc3NC(=O)C2(C)C)cc1	33%	-5%	-1%	1	1	9%	13%	15	17%
COc1cccc(CC(=O)OCC(=O)NC2(C#N)CCCC2)c1	-7%	-3%	1%	1	-26	-3%	-3%	0	25%
CCOC(=O)c1c(C)c(C(=O)NC2CCCCCC2)c(C)n1C	8.2µM*	3%	25%	0	16	1%	-1%	12	3%
O=C(Nc1ccccn1)C(c1ccccc1)c1ccccc1	-24%	/	-10%	-2	-19	-1%	0%	33	11%
CCOC(=O)c1c(CC(C)C)csc1NC(=O)COC(=O)c1ccc(O)cc1	?	2%	-3%	36*	25	-1%	-11%	31	20%
O=C1Nc2ccc(Br)cc2C1=C1CCCCC1	?	?	?	11	-2	16µM*	-22%	29	4%
CCOc1cccc(CNn2cnnc2)c1OCc1ccccc1	15%	-4%	-7%	0	-10	-7%	6%	-10	3%
COc1ccccc1CCC(=O)Nc1ccc(OC)c(S(=O)(=O)N2CCOCC2)c1	?	14%	7%	6	11	5%	2%	98	6%
CCOc1ccc(CCNC(=O)C2CCN(c3ccc(N4CCOCC4)nn3)CC2)cc1OCC	?	1%	0%	3	-15	3%	0%	8	0%
Cc1cc(OCc2cc(C(=O)NC(C)c3cnn(C)c3)no2)cc(C)c1Cl (centres undefined)	?	/	-4%	-2	-4	-3%	0%	-9	-5%
CCOCCCNC(=O)c1cn(C)c2ccc(S(=O)(=O)N3CCCC3)cc2c1=O	0%	0%	19%	1	2	3%	1%	1	-2%
COC(=O)c1ccc(NC(=O)NC2CCCCC2)cc1	-19%	-8%	24%	2	-4	15%	23%	13	-12%
COc1ccc(-n2c(C)cc(C(=O)COc3ccc(-n4cnnn4)cc3)c2C)cc1	-25%	-14%	-4%	-6	-12	4%[9.24 µM]	-24%	-4	6%
O=C(COC(=O)CCNS(=O)(=O)c1ccc2c(c1)OCCO2)NC1CCCc2ccccc21 (centres undefined)	4%	-1%	7%	1	0	0%	3%	-4	1%
O=C(CSc1nc(C(F)(F)F)cc(=O)[nH]1)Nc1cccc2ccccc12	2%	2%	0%	0	9	-3%	2%	11	-4%
CCN(CC(=O)Nc1ccc(NC(C)=O)cc1)C(=O)C1CC(=O)N(Cc2ccc(C)cc2)C1 (centres undefined)	-3%	8%	-15%	-12	0	-2%	1%	4	-2%
CCOC(=O)CC(NC(=O)c1cccs1)c1ccc(C)cc1 (centres undefined)	1%	-4%	13%	1	-12	3%	-3%	-10	9%
COc1ccc(Nc2nc(N3CCCC3)c3ccccc3n2)cc1	?	-1%	2%	-8	0	-15%	?	-101*	-29%
CCn1cc(/C=C(\NC(=O)c2ccc(OC)cc2)C(=O)N2CCN(C)CC2)c2ccccc21	17%	?	-11%	-6	1	-13%	6%	3	-2%
COc1ccc(C(C(=O)NC(C)(C)C)n2c(-c3ccc(C(F)(F)F)cc3)nc3ccccc32)cc1 (centres undefined)	-14%	/	7%	-4	0	9%	-5%	10	/
CCCCNC(=O)c1nc(C2CCN(S(=O)(=O)c3ccc(F)c(F)c3)CC2)oc1-c1cccc(C(F)(F)F)c1	-6%	/	21%	2	7	15%	0%	12	-3%
OCCCNc1ncnc2c1cnn2-c1ccc(Cl)cc1	-8%	16%	9%	3	1	2%	-7%	-23	-4%
Cc1ccc(C(=O)/C=C/N(C)C)cn1	0%	-6%	17%	-9	12	9%	-2%	21	4%
O=C(Cc1cccs1)NC(c1ccccc1)c1ccccc1	-29%	-12%	-1%	0	14	0%	4%	-14	5%
CCc1cccc(NC(=O)Cn2c(=O)n(CCC(=O)NCC3CCCO3)c(=O)c3cc(OC)c(OC)cc32)c1 (centres undefined)	-12%&-8%	-1%	0%	2&5	3	8%	4%&-3%	-6	10%
CCc1ccc(OCC(=O)Nc2ncn[nH]2)cc1	?	-4%	23%	12	-11	19%	11%	?	5%
CCCN1CCC(C)(C(=O)Nc2cccc(OC(C)C)c2)C1 (centres undefined)	-17%	/	0%	-5	-16	16%	3%	30	-5%
CC1CCN(C(=O)c2ccc(NC(=O)c3ccccc3)cc2)CC1	-7%	2%	21%	-5	-3	7%	18%	-6	-5%
Nc1ccc(C(=O)OCC(=O)NC(=O)c2ccccc2)cc1[N+](=O)[O-]	16%	-6%	13%	4	6	19%	0%	17	-2%
Cc1cc2c(=O)n(C)c(SCC(=O)Nc3ccccc3C)nc2s1	-11%	-9%	-2%	5	10	-6%	-9%	36	12%
Cn1c(NCc2cccnc2)nc2cc(-c3cccc(C(=O)NCCO)c3)sc2c1=O	1%	/	-13%	26	-16	-14%	0%	?	11%
Cc1nc(S(=O)(=O)Cc2ccc(Cl)cc2)nc2c1CCC2	-4%	-3%	13%	1	12	5%	12%	-10	11%
CCOc1ccc(CNc2ccc(N3CCOCC3)c(C(=O)O)c2)cc1	24%	-5%[9.22 µM]	18%	1	0	17%	12%	7	-3%
O=C(CSc1n[nH]c(=O)[nH]c1=O)N/N=C/c1ccccc1	12%	-5%	16%	4	22	16%	14%	5	8%
CC1(C(=O)NS(=O)(=O)c2cccc(Cl)c2)CCN1C(=O)c1cccc(F)c1 (centres undefined)	6%	/	1%	-6	-22	3%	0%	36	5%
O=S1(=O)C=C(N2CCCCC2)c2ccccc21	0%	-3%	17%	7	8	16%	1%	0	1%
O=C(Cc1ccccc1[N+](=O)[O-])NCc1ccc(Cl)cc1Cl	-14%	1%	0%	1	-3	15%	6%	0	2%
CN1CC(c2ccc(C#N)cc2)C2(COc3ccccc3C2=O)C12C(=O)Nc1ccccc12 (centres undefined)	?	1%	-2%	-6	8	-19%	?	9	-1%
Cc1n[nH]c(C)c1NC(=O)c1cc([N+](=O)[O-])ccc1Cl	-7%	4%	2%	-1	16	4%	?	1	-4%
CCOc1ccc2[nH]c(C(=O)N/N=C/c3cc(OC)c(OC)c(OC)c3)cc2c1	-36%	-6%	1%	7	19	-6%	-2%	-79*	27%

Filtered by structure: the entries above containing a cyano group (2)
SMILES	KB-V1 MDR tox	SW480 rerep	HT1080-NT tox	D3 ag	DRD3 antagonist	HT1080 IDH1KD tx	KB-3-1 tox	IL1B secr inh	GLP-1R agonist
COc1cccc(CC(=O)OCC(=O)NC2(C#N)CCCC2)c1	-7%	-3%	1%	1	-26	-3%	-3%	0	25%
CN1CC(c2ccc(C#N)cc2)C2(COc3ccccc3C2=O)C12C(=O)Nc1ccccc12 (centres undefined)	?	1%	-2%	-6	8	-19%	?	9	-1%

Following part.
SMILES	KB-V1 MDR tox	SW480 rerep	HT1080-NT tox	D3 ag	DRD3 antagonist	HT1080 IDH1KD tx	KB-3-1 tox	IL1B secr inh	GLP-1R agonist
CC(C)(C)NC(=O)NC(=O)CN1CCN(S(=O)(=O)/C=C/c2ccccc2)CC1	?	-4%	0%	4	3	0%	-4%	-16	-3%
Cc1ccc(-c2nnc(SCC(=O)NCC3CCCO3)nc2-c2ccc(C)cc2)cc1 (centres undefined)	-16%	-2%	-11%	-7	-5	2%	-5%	9	9%
O=C(CCc1ccc(S(=O)(=O)N2CCOCC2)cc1)NN=C1CCCCCCC1	16%	-4%	0%	-3	9	5%	1%	9	2%
CN(C)c1ccc(/C=N/NC(=O)c2nnn(-c3nonc3N)c2COc2ccc(F)cc2)cc1	?	18%	1%	11	1	5%	11%	3	-14%
CCN(Cc1cc(=O)oc2cc(C)ccc12)c1ccccc1	4%	-15%	?	-7	-10	-23%	-10%	6	7%
O=C(NC1CCCCC1)C1CCCN(S(=O)(=O)c2cccs2)C1 (centres undefined)	-28%	-3%	-12%	4	?	-12%	-1%	0	-1%
C[C@H](CO)N1C[C@H](C)[C@@H](CN(C)Cc2ccncc2)Oc2ncc(Br)cc2C1=O	-24%	/	-11%	-17	-114*	-14%	-8%	23	-4%
N/C(=N\OC(=O)CCC1CCCC1)c1ccccc1	-6%	12%	0%	2	6	-6%	-2%	-11	3%
CCCN(C(=O)Cn1cnc2onc(-c3ccc(F)cc3)c2c1=O)c1cccc(Cl)c1	?	/	/	-6	/	/	1%	/	4%
CC(NC(=O)CN1CCN(c2ccc(Cl)cc2)CC1)c1ccccc1 (centres undefined)	4%	-59%[inhibitor]	4%	9	-1	-14%	2%	10	8%
Cc1ccc(Cl)cc1N1CCN(CC(=O)Nc2ccc(CN3CCCCC3)cc2)CC1	?	-5%[9.22 µM]	21µM*	-8	-65*	23µM*	?	-18	-12%
CN1CCN(C2=NC(=O)/C(=C/c3cn[nH]c3-c3ccccc3)S2)CC1	7%	-20%	23%	1	26	14%	-1%	?	11%
CCn1c(SCC(=O)OC(C)C)nnc1-c1cccc(Cl)c1	0%	25%	23%	-7	7	?	-7%	-3	-1%
Cc1ccc(NC(=O)Nc2cccs2)nc1	-4%	-3%	0%	1	14	-3%	-3%	8	-2%
CCCCCCNC(=O)CCCCCNS(=O)(=O)c1ccc(OC)cc1	0%	-1%	-3%	-10	-10	-2%	-27%	-24	0%
O=C1Cc2cc(S(=O)(=O)N3CCNCC3)ccc2N1	21%	-4%	7%	-12	10	12%	4%	21	-2%
COc1cccc(C(C)(O)c2nc(-c3ccc(S(C)(=O)=O)cc3)cs2)c1 (centres undefined)	16µM*	/	-17%	80*	-13	-29%	18µM*	-10	5%
Cn1c(=O)c(=O)n(C)c2cc(S(=O)(=O)Nc3ccc(OC(F)(F)F)cc3)ccc21	-2%	-6%	-25%	-6	-25	-27%	15%	0	-1%
O=C(CC1CCCC1)NNC(=O)c1ccc(Br)cc1	29%	-5%	-9%	3	-20	6%	6%	5	4%
